Compound activity (PubChem BioAssay)
CHO-K1 Ca antag: M1 antagonist counterscreen hit in parental CHO-K1 cells. inhibition, % at 3 µM. AID 602250. hit rate 0.6% among 360,000. ATP-induced calcium, Fluo-8 fluorescence;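 active = inhibition above a per-plate cutoff, the plate's mean sample inhibition plus 3 SD, cut at about 24% in these data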;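 also: 0% = DMSO plus EC80 ATP and 100% = DMSO alone without ATP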
TAAR1 antagonist: human TAAR1 antagonists, primary screen, Fluo-8 calcium fluorescence, CHO RD-HGA16 cells | inhibition, % at 3 µM | Trace amine-associated receptor 1 (Homo sapiens), Q96RJ0 | hit rate 1.5% among 360,000 | antagonist;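 active = inhibition above a per-plate cutoff, the mean inhibition of test compounds on that plate plus 3 SD, cut at about 49% in these data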;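 also: 0% = DMSO plus EC80 beta-PEA response and 100% = DMSO alone without agonist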
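Assay system: RD-HGA16 CHO cells with stable hTAAR1 and Gα16 / Reagent: EC80 β-phenethylamine stimulus / Doses: 3 µM, single point / Timing: dye loading 75 min at 37 °C, then 30 min room temperature / Measured by: Fluo-8 intracellular calcium dye fluorescence, real-time kinetic reads / Controls: vehicle wells and EC80 agonist wells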
TAAR1 agonist: human TAAR1 agonists, primary screen, Fluo-8 calcium fluorescence, CHO RD-HGA16 cells. vehicle wells 0%, saturating PEA agonist 100%. activation, % at 3 µM. hit rate 0.99% among 360,000;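 active = activation above the mean activation of all test compounds in the run plus 3 SD, cut at about 38% in these data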
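System: CHO-derived RD-HGA16 cells with stable Gα16 and human TAAR1. Times: 17-24 h plating, Fluo-8 75 min 37 °C, 30 min RT. Measured by: calcium-sensitive Fluo-8 signal, excitation 470-495, emission 515-575 nm. Read-out basis: % activation relative to PEA EC100 response. Control set: DMSO and PEA EC100. Repeats: no replicates (n 1).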
V1aR counter: agonists of human V1a receptor, primary screen, counter-screen for OXTR agonist project, fluorescence, CHO-V1R cells | hit rate 0.25% among 320,000 | activation, % at 3 µM | Fluo-8 calcium fluorescence, agonist mode; 0% DMSO, 100% 3 nM vasopressin | AID 2797, 2010 | Vasopressin V1a receptor (Homo sapiens), P37288;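 active = activation above the mean activation of all tested compounds plus 3 SD, per screening run, cut at about 20% in these data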;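 also: signal is peak over basal fluorescence ratio across a 100 second FLIPR read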
Target sequence (P37288 whole entry, looked up): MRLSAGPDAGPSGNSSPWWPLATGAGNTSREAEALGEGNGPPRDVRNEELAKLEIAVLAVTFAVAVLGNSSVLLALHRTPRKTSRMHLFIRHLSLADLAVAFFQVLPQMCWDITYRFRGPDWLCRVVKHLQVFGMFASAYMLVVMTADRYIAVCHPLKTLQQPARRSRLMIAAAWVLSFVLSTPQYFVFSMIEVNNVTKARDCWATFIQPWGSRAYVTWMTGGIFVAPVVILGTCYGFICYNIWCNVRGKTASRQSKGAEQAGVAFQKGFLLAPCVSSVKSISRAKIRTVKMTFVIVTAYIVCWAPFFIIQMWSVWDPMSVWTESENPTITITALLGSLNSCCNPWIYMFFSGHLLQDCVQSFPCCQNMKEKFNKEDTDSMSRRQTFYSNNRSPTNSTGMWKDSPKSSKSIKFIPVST
CHO-K1 Ca ag: counter-screen for M1 agonists: effect in parental CHO-K1 cells; Fluo-8 calcium fluorescence; scaled to maximal ATP response, vehicle zero; activation, % at 3 µM; hit rate 0.48% among 360,000; in the data active = activation above about 15%;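 also: untransfected CHO-K1 host cells lacking M1 receptor as counterscreen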
M1 ag: human M1 muscarinic receptor agonists, primary screen, Fluo-8 calcium fluorescence, CHO-K1 cells, HTS | AID 588814, 2011 | hit rate 0.33% among 360,000 | CHO-K1 hM1, agonist mode; 0% DMSO, 100% acetylcholine EC100 | activation, % at 3 µM | Muscarinic acetylcholine receptor M1 (Homo sapiens), P11229;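 active = activation above the run's mean compound activation plus 3 SD, cut at about 16% in these data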;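 also: peak over basal fluorescence ratio within a 140 s kinetic read after compound addition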
Target sequence (P11229 whole entry, looked up): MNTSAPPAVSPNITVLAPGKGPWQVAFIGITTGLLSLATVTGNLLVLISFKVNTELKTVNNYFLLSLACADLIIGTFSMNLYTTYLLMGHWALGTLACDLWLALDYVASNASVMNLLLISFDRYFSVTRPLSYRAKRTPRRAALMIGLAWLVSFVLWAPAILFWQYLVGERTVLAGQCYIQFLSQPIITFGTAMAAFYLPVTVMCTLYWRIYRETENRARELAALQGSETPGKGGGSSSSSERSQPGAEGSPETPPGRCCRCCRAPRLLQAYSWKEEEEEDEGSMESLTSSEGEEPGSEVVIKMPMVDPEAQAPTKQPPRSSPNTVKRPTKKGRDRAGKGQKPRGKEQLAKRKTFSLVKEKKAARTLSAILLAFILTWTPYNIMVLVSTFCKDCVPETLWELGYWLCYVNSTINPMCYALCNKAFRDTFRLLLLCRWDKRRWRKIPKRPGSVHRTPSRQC
CHO-K1 Ca PAM: nonselective calcium activators in parental CHO-K1 cells, primary screen, counter-screen for M1 PAM project, cell-based, Fluo-8 calcium fluorescence, full deck, 1536-well; ATP EC20; 0% at ATP EC20, 100% at ATP max; activation, % at 3 µM; hit rate 0.02% among 360,000;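 active = activation above the run cutoff, the mean activation of all test compounds plus 3 SD, cut at about 40% in these data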;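 also: peak over basal fluorescence ratio in a 140 s read after ATP addition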
CHO parental Ca: ATP-evoked calcium signal inhibitors, parental CHO, primary screen, counter-screen for OX1R antagonist project, cell-based, fluorescence, Fluo-8 calcium dye; parental CHO-K1, ATP-induced calcium, Fluo-8 fluorescence; inhibition, % at 5.6 µM; hit rate 0.63% among 330,000;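 active = inhibition above that plate's mean sample inhibition plus 3 SD, cut at about 26% in these data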;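 also: 0% = ATP-challenged DMSO wells and 100% = DMSO wells without ATP; some compounds past the cut are filed as inactive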
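Test system: untransfected parental CHO cell line; also added: ATP stimulus; dosing: 5.6 µM, single dose; signal: calcium-sensitive Fluo-8 fluorescence; measure: percent inhibition of ATP-evoked calcium rise, normalized to controls; benchmarks: low control ATP plus DMSO, high control DMSO only; replication: one well per compound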
OXTR potentiator: human OXTR potentiators, primary screen, fluorescence, CHO-OTR cells, Fluo-8 calcium | Fluo-8 calcium fluorescence, potentiator mode; 0% = oxytocin EC15, 100% = EC100 | Oxytocin receptor (Homo sapiens), P30559 | activation, % at 3 µM | hit rate 0.061% among 320,000 | AID 2445, 2010;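 active = activation above that plate's cutoff, the mean activation of tested compounds plus 3 SD, cut at about 6.6% in these data, passing the limit was not always enough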;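 also: 100% uses oxytocin at 75 nM as the full agonist control; some results filed as inactive read as strong as hits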
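Measured by – Fluo-8 calcium dye fluorescence · Test system – human OTR in CHO cells · Dosing – one concentration, 3.0 µM compound · Controls – EC15 oxytocin alone as 0%, 75 nM oxytocin as 100% · Evaluation – normalized max/min fluorescence ratio, % activation · Timing – 6 min pre-incubation, 100 s read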
An asterisk follows results filed as active; · = not tested or not shown.

SMILES | CHO-K1 Ca antag | TAAR1 antagonist | TAAR1 agonist | V1aR counter | CHO-K1 Ca ag | M1 ag | CHO-K1 Ca PAM | CHO parental Ca | OXTR potentiator
Cc1cc[n+](CC(=O)c2ccc(NC(=O)c3ccccc3)cc2)cc1 | 6.5 | -14.1 | 5.6 | -0.7 | 0.3 | -5.9 | -10.5 | -13.4 | -0.6
CC1CCCCN1C(=O)C(=O)c1cn(CC(=O)N2CCCC2)c2ccccc12 (centres undefined) | 7.1 | -6.0 | 0.6 | -0.8 | 0.6 | 0.2 | 8.3 | -13.8 | -13.2
Cc1nc(NS(=O)(=O)c2ccccc2)sc1NC(=O)OC(C)C | -10.1 | 9.6 | -0.2 | 0.2 | 1.1 | -6.0 | 27.4 | 10.1 | 4.3
CC(O)c1nc2ccccc2n1Cc1ccc([N+](=O)[O-])cc1 (centres undefined) | 1.6 | -1.4 | 6.9 | -0.1 | 0.3 | -3.9 | 21.6 | -12.4 | -1.5
CN(Cc1ccc(F)cc1)C(=O)c1ccc(NS(=O)(=O)c2ccc3[nH]c(=O)[nH]c3c2)cc1 | 2.2 | -0.5 | -0.2 | 0.2 | 1.2 | -2.9 | -6.3 | -0.6 | -2.7
COc1cc(-c2nnc(Sc3ccc(C(F)(F)F)cc3[N+](=O)[O-])o2)cc(OC)c1OC | -1.0 | -1.0 | 9.2 | 0.2 | -0.1 | -5.9 | 9.5 | -8.1 | -0.7
CS(=O)(=O)Cc1cc(Sc2ccccc2)nc(-c2ccncc2)n1 | -3.1 | 9.4 | 2.1 | 1.0 | 2.6 | -4.4 | 20.4 | -24.4 | -5.3
CCn1c(COc2cccc(C)c2)nc2ccccc21 | -8.6 | 13.2 | 15.7 | 1.4 | 1.9 | -0.8 | 21.8 | -21.8 | -24.1
C[C@H](NC(=O)c1[nH]cnc1C(=O)Nc1ccccc1F)c1ccccc1 | 3.0 | -5.8 | 1.8 | · | 0.3 | -1.9 | 2.5 | · | ·
O=C(CCC(=O)NNC(=O)Cc1ccccc1)NCc1ccccc1 | 13.1 | -7.6 | 2.9 | 1.2 | 0.0 | -7.4 | -14.3 | -3.7 | 3.9
O=C(O)CC1(CC(=O)O)Nc2ccccc2SC1=O | -8.6 | -16.1 | -0.5 | · | 0.9 | -3.7 | 11.6 | · | ·
COC(=O)c1cc(CSc2nnc(-c3ccccc3)c(-c3ccccc3)n2)oc1C | -7.9 | -8.1 | 7.4 | -1.3 | -0.1 | -3.7 | 4.7 | 3.6 | -18.7
COc1ccc2c(n1)Sc1nc3ccccc3nc1N2 | 28.1* | 17.2 | 21.6 | 56.5* | 24.6* | 48.0* | 7.8 | 24.3 | -20.5
NNC(=O)C1CC1c1ccccc1 (centres undefined) | -7.5 | -16.4 | 1.4 | -0.4 | 4.7 | -6.4 | 16.1 | -14.3 | -6.7
Cc1cc(=O)oc(C)c1C(=O)N1CCN(Cc2ccc3c(c2)OCO3)CC1 | -9.3 | 3.4 | 1.3 | 0.6 | 0.5 | -3.4 | 23.8 | -6.3 | -0.8
CC1CCCC(NC(=O)COC(=O)c2ccccc2Sc2ccccc2C#N)C1C (centres undefined) | -4.6 | -2.0 | 2.0 | -0.9 | 0.0 | -3.4 | 7.4 | 4.1 | -0.8
O=C(CSc1nnc(-c2cccs2)o1)NCC1CN(Cc2ccccc2)CCO1 (centres undefined) | -8.4 | -1.5 | 2.1 | 0.6 | -0.3 | -6.5 | 6.9 | -9.2 | -3.1
C/C(=N\NC(=O)c1ccccc1[N+](=O)[O-])c1c(O)cc(C)oc1=O | -3.3 | -4.9 | 2.7 | 0.2 | -0.3 | -7.2 | 30.4 | 4.4 | 2.7
CC(Sc1nncn1C)C(=O)Nc1ccc(Cl)cn1 (centres undefined) | -6.5 | 8.2 | -0.1 | 1.4 | 0.4 | -6.9 | 20.1 | 5.5 | -4.4
COc1ccc(C(=O)C2CCN(CC(=O)NCc3ccccc3)CC2)cc1 | -17.0 | -10.2 | 0.0 | 2.9 | 2.8 | -2.6 | -24.6 | -8.2 | -5.6
CCC(C)[C@H](N)C(=O)N[C@H]1CCC2C3CC=C4C[C@@H](O)CC[C@]4(C)C3CC[C@@]21C (some centres undefined) | -7.1 | -3.5 | 13.2 | · | 1.4 | -3.6 | 8.7 | · | ·
Cc1ccc(S(=O)(=O)N(C)CC(=O)Nc2ccc(C)cn2)cc1 | 4.9 | -12.0 | 1.0 | 1.5 | 1.2 | -2.1 | 14.6 | 20.1 | -2.7
Cc1[nH]c2ccccc2c1SCC(=O)NNC(=O)Nc1ccc(OC(F)(F)F)cc1 | 6.9 | 14.6 | 0.5 | -1.2 | 0.1 | -3.3 | -19.0 | -21.5 | -12.8
O=C(CN1CCCc2ccccc21)N/N=C/c1c(O)ccc2ccccc12 | -3.1 | 10.9 | 3.8 | 1.3 | 14.8 | -4.2 | 13.9 | -10.1 | -3.2
CC(=O)N1CCc2c(sc(NC(=O)C3CC3)c2-c2nc3ccccc3s2)C1 | -5.9 | 27.6 | 3.9 | 0.6 | 3.9 | -6.8 | 24.6 | -12.4 | -7.2
CC(=O)NCCN=C(C)c1sc2ccccc2c1O | 13.4 | 2.9 | 13.2 | 0.7 | -0.4 | -3.2 | -9.1 | -12.0 | -12.9
CC1CC1c1ccc(/C=C(\C#N)C(=O)Nc2cc(Cl)ccc2Cl)o1 (centres undefined) | 5.6 | -13.2 | 2.4 | 0.7 | 0.2 | -2.1 | 4.8 | -25.0 | 0.9
CC(NC(=O)c1ccc(Cl)cc1Cl)C(c1ccccc1)N1CCOCC1 (centres undefined) | 8.6 | -3.1 | 5.5 | -1.0 | 1.3 | -12.6 | 16.4 | -5.7 | -7.8
N=c1c2c3c(sc2ncn1N)CCCC3 | -13.8 | -8.1 | 5.3 | 0.4 | -0.6 | -5.4 | -8.5 | -13.3 | -8.1
CCOC(=O)c1cnc2ccccc2c1Nc1ccc(C(=O)O)cc1 | -12.7 | -3.2 | -1.4 | -0.9 | -0.3 | -5.7 | 4.5 | -3.8 | -3.0

Compound profiles, from the list above:
O=C(CSc1nnc(-c2cccs2)o1)NCC1CN(Cc2ccccc2)CCO1 (centres undefined) across the screens: CHO-K1 Ca antag = -8.4; TAAR1 antagonist = -1.5; TAAR1 agonist = 2.1; V1aR counter = 0.6; CHO-K1 Ca ag = -0.3; M1 ag = -6.5; CHO-K1 Ca PAM = 6.9; CHO parental Ca = -9.2; OXTR potentiator = -3.1
CCC(C)[C@H](N)C(=O)N[C@H]1CCC2C3CC=C4C[C@@H](O)CC[C@]4(C)C3CC[C@@]21C (some centres undefined) across the screens: CHO-K1 Ca antag = -7.1; TAAR1 antagonist = -3.5; TAAR1 agonist = 13.2; V1aR counter = ·; CHO-K1 Ca ag = 1.4; M1 ag = -3.6; CHO-K1 Ca PAM = 8.7; CHO parental Ca = ·; OXTR potentiator = ·

Next section.
SMILES | CHO-K1 Ca antag | TAAR1 antagonist | TAAR1 agonist | V1aR counter | CHO-K1 Ca ag | M1 ag | CHO-K1 Ca PAM | CHO parental Ca | OXTR potentiator
C/C=C1\C(OC2OC(CO)C(O)C(O)C2O)OC=C(C(=O)OC)C1CC(=O)OCC1C(C)C(OC(=O)CC2C(C(=O)OC)=COC(OC3OC(CO)C(O)C(O)C3O)/C2=C\C)CC1C(CO)CO (centres undefined) | 10.5 | -15.9 | 2.0 | 0.8 | 0.1 | -0.1 | -5.4 | -2.0 | -0.8
Cc1cccc(/C=C2/Sc3ccc(C(=O)N4CCOCC4)cc3NC2=O)c1 | -2.4 | 15.6 | 20.2 | 12.8 | 5.0 | 2.2 | -1.5 | -7.7 | -11.7
CCNc1nc(NCc2ccccc2)nc(Oc2ccc(=O)[nH]n2)n1 | 10.5 | 4.7 | 18.3 | 1.2 | 0.1 | -3.8 | -4.5 | -2.0 | -5.5
CC(C)N(Cc1ccccc1)C(=O)CSc1nccn1C | -2.4 | 4.8 | -0.6 | 0.8 | -0.1 | -5.3 | -3.7 | -12.2 | -1.0
O=C(Oc1ccc2c3c(c(=O)oc2c1)CCCC3)c1cccs1 | 4.5 | -22.3 | 1.2 | 0.7 | 0.0 | -9.8 | 17.4 | -16.6 | -9.4
Cc1nc(CNS(=O)(=O)c2cccc(F)c2)cs1 | -0.2 | -0.7 | 0.0 | 0.6 | 0.8 | -3.5 | 3.9 | -7.4 | -0.2
CCOc1ccc(CNCCNC(=O)c2nonc2N)cc1 | -7.4 | 14.4 | 1.0 | 0.5 | 0.1 | -12.9 | 5.8 | -22.6 | -7.4
NNC(=O)c1cc2nc(-c3cccs3)cc(C(F)(F)F)n2n1 | 11.0 | 7.2 | 3.5 | 0.1 | 3.0 | -7.5 | -9.3 | -18.2 | -9.2
CNC(=O)COC(=O)/C=C/c1ccc(F)cc1 | -16.0 | -7.8 | 5.8 | 0.1 | 0.9 | -2.5 | -3.5 | 4.5 | -5.8
COc1ccc(CCNC(=O)CC(=O)N/N=C/c2ccc(C(=O)O)cc2)cc1OC | 7.7 | -10.2 | 2.0 | -0.1 | -0.2 | -2.7 | -18.2 | -6.7 | -4.5
COc1ccccc1-c1coc2cc(O)cc(O)c2c1=O | 5.3 | 7.5 | 13.9 | -0.2 | 1.9 | -2.8 | -2.0 | -4.6 | -2.5
COc1ccccc1N(CC(=O)Nc1cccc(C(F)(F)F)c1)S(C)(=O)=O | -2.2 | -20.8 | 10.3 | 1.7 | 0.5 | -3.9 | 1.4 | -8.1 | -18.6
COc1cc(C(=O)N/N=c2/sc3ccccc3n2C)cc(OC)c1OC | -9.3 | -1.1 | 0.6 | -0.8 | 0.7 | -5.4 | 25.1 | -7.0 | 4.9
Cc1cccc(/C=N/n2c(-c3cc(-c4ccccc4)n[nH]3)n[nH]c2=S)c1 | -7.1 | 2.3 | 1.4 | -0.4 | 0.3 | -5.3 | 1.2 | -14.3 | -7.1

Some values from above.
For TAAR1 antagonist, Cc1cccc(/C=C2/Sc3ccc(C(=O)N4CCOCC4)cc3NC2=O)c1 has 15.6
For V1aR counter, N=c1c2c3c(sc2ncn1N)CCCC3 has 0.4
